High-throughput results from PubChem BioAssay.
E-sel inducer: E-selectin induction on HUVECs. P16581. HUVEC E-selectin immunofluorescence imaging; normalized: neutral wells 0, TNF-alpha wells 100. activation, % at 7.58 µM. 260,000 tested, 0.37% active;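 active = mean E-selectin-positive cell signal at least 10% of the positive control, reached in at least 60% of replicates, without over 20% cell loss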;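 also: in these data hits start at about 27%; measured in HUVEC primary endothelial cells; signal is the percent of cells scored E-selectin positive by PE staining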
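Test system: HUVEC | Signal: Immunofluorescence imaging | Read-out: Percent E-selectin-positive cells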
PglD DTNB: PglD (C. jejuni) enzyme inhibition | purified PglD enzyme, DTNB colorimetric CoA detection | inhibition, % at 12.5 µM | 360,000 tested, 0.098% active | AID 602405; in the data active = inhibition above about 16%, passing the limit was not always enough; also: strong numbers were not always called active
RAD54 inh: inhibitors of human RAD54 branch migration. RAD54 Holliday junction branch migration, FAM/BHQ fluorescence. 360,000 tested, 0.14% active. inhibition, % at 10.4 µM. Q92698. AID 602329;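 active = mean normalized replicate activity at least 40 and at least half of replicates scoring 40 or more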;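 also: 0% = median of neutral control wells and 100% = median of positive control wells; inhibitors cause a drop in the FAM fluorescence signal; in these data hits start at about 50%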
Target sequence (Q92698 whole entry, looked up): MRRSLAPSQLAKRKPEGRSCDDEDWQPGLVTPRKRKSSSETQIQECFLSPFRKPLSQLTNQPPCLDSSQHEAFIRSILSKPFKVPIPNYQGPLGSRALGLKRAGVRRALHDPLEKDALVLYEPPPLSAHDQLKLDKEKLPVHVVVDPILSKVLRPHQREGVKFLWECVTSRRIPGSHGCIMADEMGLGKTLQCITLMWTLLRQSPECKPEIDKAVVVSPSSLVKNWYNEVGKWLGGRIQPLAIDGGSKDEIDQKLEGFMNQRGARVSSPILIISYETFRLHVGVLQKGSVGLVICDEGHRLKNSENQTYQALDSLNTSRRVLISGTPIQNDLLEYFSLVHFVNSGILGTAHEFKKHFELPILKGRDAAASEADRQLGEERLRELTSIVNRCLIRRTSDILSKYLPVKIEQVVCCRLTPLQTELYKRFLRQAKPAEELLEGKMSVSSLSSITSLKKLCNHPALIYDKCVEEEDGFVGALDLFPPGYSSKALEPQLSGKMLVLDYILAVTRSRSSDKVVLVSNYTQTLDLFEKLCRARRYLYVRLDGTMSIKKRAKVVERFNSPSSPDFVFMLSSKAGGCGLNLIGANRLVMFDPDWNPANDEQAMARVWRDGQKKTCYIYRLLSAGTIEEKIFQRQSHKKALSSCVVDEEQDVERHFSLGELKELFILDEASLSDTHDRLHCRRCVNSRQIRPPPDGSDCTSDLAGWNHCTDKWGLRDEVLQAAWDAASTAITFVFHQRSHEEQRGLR
miR-122 sensor: blocks miR-122 activity in Huh7 sensor cells; Huh7 miR-122 Renilla luciferase sensor, 48 h; neutral wells = 0, positive control = 100; activation (reporter increase), % at 12.5 µM; 340,000 tested, 0.3% active; AID 602342;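 active = mean replicate activation score at least 90 and every replicate individually at or above 90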;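 also: higher luciferase means less miR-122 activity so hits act as miR-122 inhibitors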
Cneo AK release: Cryptococcus neoformans lysis via adenylate kinase release. lysis activity, % at 15 µM. AID 651654. C. neoformans lysis, adenylate kinase release luminescence, 4 h; normalised: neutral wells 0, clomiphene wells 100. 360,000 tested, 0.2% active;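 active = mean lysis activity across replicates of at least 80%, whatever share of replicates individually reach that level; inactive = mean lysis activity below 80%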
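Assay system: C. neoformans cells. Amount: yeast cell density of 5 × 10^6 cells/mL. Technique: AK luminescence. Buffer or medium: YPD. Times: static 4 h at 37 °C with compound, 1 h detection. Dosing: single-point compound dose. Read-out: lysis from increased AK signal.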
ERAP1 HTS inh: ERAP1 (human) enzyme inhibition; Q9NZ08; recombinant ERAP1, Leu-AMC fluorescence, 60 min; 340,000 tested, 0.15% active; inhibition, % at 10.7 µM;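 active = mean replicate inhibition of at least 30%, or all replicates individually reaching that 30% level; inactive = mean below 30% and not every replicate reaching it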;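 also: 0% = neutral control wells and 100% = L-leucinethiol positive control wells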
PGC1a acetyl inh: modulators of PGC1a acetylation | U2OS PGC1a acetylation, AlphaScreen anti-acetyl-lysine; with virally co-expressed GCN5 acetyltransferase | inhibition, % at 15.6 µM | 350,000 tested, 0.17% active | AID 651687;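 active = every replicate shows inhibition of at least 40%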;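 also: 0% = neutral control wells and 100% = positive control wells; some results beyond the cut were filed as inactive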
RAD52 inh: RAD52 (human) annealing inhibition; 360,000 tested, 0.46% active; recombinant RAD52 DNA annealing, FRET fluorescence; inhibition, % at 18.7 µM;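 active = every replicate showing at least 50% inhibition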
* hit, by the source's call; . = not tested or not shown; [ ] = dose if it differs, or a comment.

no.	Molecule	E-sel inducer	PglD DTNB	RAD54 inh	miR-122 sensor
1	Cc1ccc(NC(=O)NC(=O)COC(=O)c2ccc(O)cc2O)c(C)c1	1.8	3.7	-1.4	-4.0
2	COc1ccc(-c2ccc3c(c2)[C@@H]2[C@@H](CCN2C(=O)c2ccc(F)cc2)[C@H](CO)N3C)cc1	-0.9	1.8	-1.7	5.5[16.7 µM]
3	COc1cccc(C(C(=O)NC(C)(C)C)N(Cc2ccc(C)cc2)C(=O)CCC(=O)Nc2cc(C)on2)c1OC (configuration not stated)	.	-4.2	2.1	-0.3
4	COCCNC(=O)C(c1ccccc1)N(C(=O)Cn1nnc2ccccc21)c1cccnc1 (configuration not stated)	.	6.2	-16.2	-2.2
5	COc1ccc(C2(CCN)CC(C)N(C)CC2C)cc1 (configuration not stated)	.	-0.5	0.2	0.2
6	COc1ccc(S(=O)(=O)N2CCC(C(=O)NN3CCCCC3)CC2)cc1OC	-0.2	5.2	-28.8	-2.1
7	O=C(c1ccco1)N1CCN(Cc2nnc(-c3cccc(Br)c3)o2)CC1	.	1.1	2.3	1.5
8	COC(=O)[C@@H]1[C@@H](CO)[C@@H]2Cn3c(ccc(C4=CCCC4)c3=O)[C@@H]2N1C(=O)Cc1cccnc1	0.4	3.0	-2.5	.

no.	Cneo AK release	ERAP1 HTS inh	PGC1a acetyl inh	RAD52 inh
1	-0.8	-3.5	.	-6.5
2	8.4	.	14.4	.
3	0.5	0.5	.	-23.7
4	1.2	.	-13.0	.
5	0.0	.	9.9	.
6	1.2	-0.6	-1.2	-9.5
7	-2.3	-0.8	-11.3	-13.6
8	-2.7	0.2	.	-31.8

Carrying on.
no.	Molecule	E-sel inducer	PglD DTNB	RAD54 inh	miR-122 sensor
9	COc1ccc(CNC(=O)CCCNC(=O)c2ccc(Cl)cc2)cc1OC	0.0	3.5	-7.6	7.7
10	CCOC(=O)C1(C#N)C(=O)CSC1=Nc1ccccc1Cl (configuration not stated)	0.7	0.5	-7.9	-3.3
11	CC(C)c1ccc(N(CC(=O)NC2CCCC2)C(=O)CCC(=O)Nc2ccccn2)cc1	.	4.2	0.2	5.2
12	CCCC(=O)Nc1ccc2c(c1)OC[C@@H](C)N(CC1CCOCC1)C[C@@H](C)[C@H](OC)CN(C)C2=O	0.4	.	.	.
13	C#CCOCCOCCOCCNc1nc(N2CCN(C(=O)CCCCCCCCCCNC(=O)[C@H](CCCCN)n3cc(CCO)nn3)CC2)nc(N2CCN(C(=O)CCCCCCCCCCNC(=O)[C@@H]([C@H](C)O)n3cc(C)nn3)CC2)n1	.	-3.4	-23.0	1.2
14	CCCc1ccc(C(O)c2ncc(-c3cccc(C)c3)[nH]2)cc1 (configuration not stated)	1.2	1.1	0.9	.
15	CCC1(CC)NC(=O)N(CC(=O)OCC(=O)Nc2ccc(OC(F)(F)F)cc2)C1=O	.	0.1	2.9	.
16	CCOc1ccc(N2CC(C(=O)Nc3ccccc3N3CCOCC3)CC2=O)cc1 (configuration not stated)	.	3.0	-3.1	-2.2

no.	Cneo AK release	ERAP1 HTS inh	PGC1a acetyl inh	RAD52 inh
9	-1.4	0.8	-0.6	-17.7
10	-11.8	0.5	0.8	-131.9
11	2.6	-3.8	.	-6.0
12	.	3.0	3.1	4.7
13	-6.2	.	0.7	.
14	4.9	3.4	.	-12.2
15	-1.5	0.1	-1.3	1.4
16	-5.1	.	7.8	.

(continued)
no.	Molecule	E-sel inducer	PglD DTNB	RAD54 inh	miR-122 sensor
17	CCSc1cc(Cl)nc(N)n1	0.2	2.5	-8.5	-30.0
18	CCCNC(=O)Nc1ccc2c(c1)C(=O)N(C)[C@H]1CC[C@H](CC(=O)Nc3cccc(F)c3)O[C@@H]1CO2	0.1	-0.7	-16.9	-6.3[16.7 µM]
19	Fc1ccc2c(Cl)c(-c3nnc(-c4cccs4)o3)sc2c1	0.4	1.6	-54.4	5.2
20	CCOc1ccc(N(CC(=O)Nc2ccc(OC)cc2OC)S(=O)(=O)c2c(C)[nH]c(=O)[nH]c2=O)cc1	.	2.6	-17.3	11.0
21	CC(C)C(c1nnnn1Cc1ccc(F)cc1)N1CCN(c2ccc(O)cc2)CC1 (configuration not stated)	.	.	.	6.8
22	CC(C)NC(=O)Nc1ccc2c(c1)C(=O)N([C@H](C)CO)C[C@H](C)[C@@H](CN(C)C(=O)Nc1ccccc1)OCCCC[C@H](C)O2	.	-1.8	4.0	4.6[16.7 µM]
23	CC(=O)c1c(C)[nH]c(C(=O)CN2CCN(S(=O)(=O)c3ccccc3)CC2)c1C	0.6	-0.7	5.3	.
24	CC(=O)c1sc(NC(=O)COc2ccccc2)nc1C	.	2.6	-0.8	-1.2

no.	Cneo AK release	ERAP1 HTS inh	PGC1a acetyl inh	RAD52 inh
17	2.7	2.3	1.8	-2.4
18	0.2	-3.0	-0.5	4.3
19	3.1	.	.	.
20	1.7	2.7	5.7	-16.2
21	.	-0.1	13.7	-16.5
22	0.1	.	-14.8	-15.1
23	-0.8	3.9	4.8	-9.8
24	0.5	-0.4	3.7	-20.2

Continuation.
no.	Molecule	E-sel inducer	PglD DTNB	RAD54 inh	miR-122 sensor
25	O=C(C[C@H]1C=C[C@@H](NC(=O)C2CCOCC2)[C@@H](CO)O1)NCC1CC1	-0.7	4.2	-8.0	-1.5[16.7 µM]
26	C[C@H]1CN([C@@H](C)CO)S(=O)(=O)c2ccc(-c3ccccc3)cc2O[C@@H]1CN(C)C(=O)C1CCCCC1	0.0	-1.3	-2.3	56.1[16.7 µM]
27	C[C@@H]1CCCCO[C@H](CN(C)C(=O)CCCN(C)C)[C@@H](C)CN([C@H](C)CO)C(=O)c2cc(NS(=O)(=O)c3ccccc3)ccc2O1	-0.3	0.1	3.8	-0.2[16.7 µM]
28	O=C(N[C@@H]1C=C[C@H](CC(=O)N2CCC(Cc3ccccc3)CC2)O[C@@H]1CO)c1cnccn1	-0.1	-1.1	3.0	.
29	O=C(CNCc1ccc(Cl)cc1)Nc1ccc2c(c1)OCCO2	-1.1	.	.	.
30	CCOC(=O)N1CCC(NC(=O)c2cc(C(=O)NC3CCCC3)ccc2CO)CC1	-0.9	-3.2	-4.4	-0.2
31	C[C@H](CO)N1C[C@H](C)[C@H](CN(C)CC2CCCCC2)Oc2ccc(NC(=O)Nc3ccccc3)cc2C1=O	0.0	-5.7	2.1	-3.6[16.7 µM]
32	O=[N+]([O-])c1ccccc1S(=O)(=O)Nc1cccc(-c2ccc3nncn3n2)c1	.	-7.7	-17.2	8.3

no.	Cneo AK release	ERAP1 HTS inh	PGC1a acetyl inh	RAD52 inh
25	-0.5	-0.7	-10.4	1.2
26	5.1	0.8	-15.3	0.3
27	0.3	1.2	8.9	-6.6
28	1.9	3.6	-2.9	5.8
29	.	1.2	4.7	11.5
30	-1.2	2.1	5.2	-6.8
31	1.1	-0.3	4.1	5.9
32	0.9	-0.6	19.9	-0.6

Later entries
no.	Molecule	E-sel inducer	PglD DTNB	RAD54 inh	miR-122 sensor
33	C[C@H]1CN([C@@H](C)CO)C(=O)Cc2cc(N(C)C)ccc2O[C@@H]1CN(C)C(=O)Nc1cccc2ccccc12	-0.8	-2.6	3.2	5.9[16.7 µM]
34	COc1cccc(-c2nn(-c3ccccc3)cc2CN(C)Cc2c(C)nc3ccccn23)c1	0.5	6.5	5.0	1.8
35	CCn1cc(Cl)c(C(=O)NNC(=O)CCn2cc([N+](=O)[O-])cn2)n1	.	-3.9	-7.9	-1.1
36	O=C(NCc1c(Cl)cccc1Oc1ccccc1)c1ccccc1	.	7.2	1.2	17.5
37	Cc1ccc(C)c(NC(=O)CN(C)S(=O)(=O)c2ccccc2)c1	.	-5.5	-5.2	-3.7
38	CO[C@H]1CN(C)C(=O)c2cc(NC(=O)NC(C)C)ccc2OC[C@@H](C)NC[C@H]1C	0.5	-2.8	-14.7	-14.7[16.7 µM]
39	COc1ccc(C)cc1S(=O)(=O)NCCN1CCOCC1	.	0.7	-18.3	15.9
40	CC(=O)c1cnc2nc(SCc3ccccc3C)nn2c1C	.	1.6	-11.4	8.4

no.	Cneo AK release	ERAP1 HTS inh	PGC1a acetyl inh	RAD52 inh
33	-6.4	-1.3	5.8	14.4
34	21.6	-2.4	1.1	26.7
35	0.0	-0.6	-6.4	3.4
36	-8.6	-0.4	-8.8	-5.8
37	0.3	-3.5	5.3	-5.8
38	-2.3	.	3.6	.
39	0.5	1.5	-2.1	-3.9
40	3.3	3.5	-24.3	-15.8

Next part.
no.	Molecule	E-sel inducer	PglD DTNB	RAD54 inh	miR-122 sensor
41	CCCNC(=O)N1C[C@H](C)[C@@H](OC)CN(C)C(=O)c2cc(NC(C)=O)ccc2OC[C@@H]1C	4.7	-4.8	-4.6	1.0[16.7 µM]
42	N/C(=N\OC(=O)c1ccco1)c1ccccn1	0.4	4.4	6.3	-0.2
43	CCOc1ccc(NC(=O)CSc2nc(=O)n(Cc3cccnc3)c3c2CCC3)cc1	.	-0.2	7.6	.
44	Cc1ccc(NC(=O)CCSc2nnc(-c3ccco3)o2)cc1	.	-5.6	-3.9	1.7
45	CCC(C)(C)C1CCC2(CC1)NC(=O)N(CC(=O)N(C)Cc1ccc(OC(F)F)cc1)C2=O (configuration not stated)	-1.3	.	.	-4.4
46	O=C(COC(=O)c1ncc(Cl)c(Cl)c1Cl)NCCc1ccccc1	-0.1	1.1	2.3	.
47	Cc1ccc(S(=O)(=O)Nc2ccc(S(=O)(=O)Nc3nccs3)cc2)c([N+](=O)[O-])c1	0.3	6.8	-0.9	.
48	O=C(NCC1CCCO1)C(=O)N/N=C/c1cc(Cl)ccc1O (configuration not stated)	.	2.6	-9.4	9.3

no.	Cneo AK release	ERAP1 HTS inh	PGC1a acetyl inh	RAD52 inh
41	0.3	-0.5	8.5	-7.0
42	-2.3	-0.5	1.1	-18.0
43	-0.2	-7.0	.	-10.2
44	-0.7	.	-1.0	.
45	.	-2.3	4.0	-8.9
46	-1.7	0.7	.	-4.7
47	-0.4	3.0	.	-5.1
48	-1.8	-7.1	33.4	-1.3

(cont.)
no.	Molecule	E-sel inducer	PglD DTNB	RAD54 inh	miR-122 sensor
49	CCCNC(=O)COc1ccc(S(=O)(=O)Nc2ccc(C)cc2)cc1	.	6.3	13.8	6.1
50	CN1CCN(NC(=O)c2cc(-c3ccccn3)nc3ccccc23)CC1	0.2	.	.	.
51	CC(=O)C1=C(O)C(=O)OC1c1ccc(Cl)cc1 (configuration not stated)	-0.4	9.9	-3.1	1.5
52	O=C(CCC(=O)N(CC(=O)NC1CCCCC1)c1ccc(F)cc1)Nc1ccccn1	.	-5.4	-11.0	-1.2
53	COc1ccc(NC(=O)CN(C)C(=O)c2ccc(S(=O)(=O)N3CCOCC3)cc2)cc1	0.3	-4.0	-1.8	-3.5
54	Cc1cccc(-c2noc(CSc3ccccc3)n2)c1	.	3.3	-0.2	-4.2
55	COCCc1nc2ccc(C(=O)N3CCCCC3COC)cc2o1 (configuration not stated)	.	-1.9	9.3	9.4
56	O=C(C1CCCCC1)N1CC(=O)N2[C@H](CO)[C@H](c3ccc(-c4ccccc4F)cc3)[C@@H]2C1	0.2	.	.	.

no.	Cneo AK release	ERAP1 HTS inh	PGC1a acetyl inh	RAD52 inh
49	0.1	3.7	-29.0	-1.0
50	.	7.8	-0.8	-21.1
51	0.0	-1.1	1.6	-10.1
52	3.0	0.0	.	-15.6
53	-1.0	-0.4	12.6	-17.2
54	-3.6	-2.3	-2.1	-3.5
55	3.5	-3.2	0.3	-2.7
56	.	-0.2	-12.0	-5.9
